Screening data deposited in PubChem BioAssay by several laboratories.
IDE inh: cellular human IDE inhibition. P14735. HEK cells, FAbetaB cleavage, fluorescence polarization. inhibition, % at 5.59 µM. 320,000 compounds, 0.41% hits;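 active means percent inhibition above the average of all tested compounds plus 3 SD, set per screening campaign, cut at about 16% in these data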;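 further: IDE supplied by intact live HEK cells; FP after avidin binding of uncleaved biotin substrate so inhibition keeps polarization high; 0% = DMSO wells and 100% = 60 µM reference IDE inhibitor Ii1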
Target sequence (P14735 whole entry, looked up): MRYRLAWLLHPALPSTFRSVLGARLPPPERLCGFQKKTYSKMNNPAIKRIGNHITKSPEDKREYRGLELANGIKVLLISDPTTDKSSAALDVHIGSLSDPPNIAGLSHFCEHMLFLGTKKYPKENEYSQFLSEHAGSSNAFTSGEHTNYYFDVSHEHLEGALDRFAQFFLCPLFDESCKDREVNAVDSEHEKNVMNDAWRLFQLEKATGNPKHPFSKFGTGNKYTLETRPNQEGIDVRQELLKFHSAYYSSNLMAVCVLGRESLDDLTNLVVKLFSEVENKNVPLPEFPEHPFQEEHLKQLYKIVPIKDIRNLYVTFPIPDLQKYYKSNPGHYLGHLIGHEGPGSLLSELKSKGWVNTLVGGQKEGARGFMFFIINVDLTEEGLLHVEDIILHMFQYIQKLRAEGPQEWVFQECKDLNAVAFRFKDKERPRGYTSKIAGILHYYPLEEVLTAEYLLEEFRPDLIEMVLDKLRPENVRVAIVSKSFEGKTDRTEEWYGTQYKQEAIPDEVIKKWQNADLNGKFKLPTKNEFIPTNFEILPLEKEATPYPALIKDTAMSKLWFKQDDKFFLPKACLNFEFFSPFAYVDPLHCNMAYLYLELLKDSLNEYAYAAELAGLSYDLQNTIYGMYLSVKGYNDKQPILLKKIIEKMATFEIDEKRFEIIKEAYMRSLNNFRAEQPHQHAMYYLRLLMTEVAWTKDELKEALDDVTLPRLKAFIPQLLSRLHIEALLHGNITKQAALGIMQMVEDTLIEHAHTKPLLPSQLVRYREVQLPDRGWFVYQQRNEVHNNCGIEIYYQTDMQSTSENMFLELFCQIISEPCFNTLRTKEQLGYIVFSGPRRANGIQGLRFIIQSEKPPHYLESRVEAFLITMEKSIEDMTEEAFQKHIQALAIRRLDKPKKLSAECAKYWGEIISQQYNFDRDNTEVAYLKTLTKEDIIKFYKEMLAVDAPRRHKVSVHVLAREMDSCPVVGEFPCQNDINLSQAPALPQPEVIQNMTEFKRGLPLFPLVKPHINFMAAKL
M18AAP inhibitor: PfM18AAP enzyme inhibition. inhibition, % at 7.35 µM. 290,000 compounds, 1.2% hits. recombinant PfM18AAP, H-Glu-NHMec fluorogenic cleavage. AID 1822;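 active means inhibition above the campaign mean inhibition over all tested compounds plus 3 SD, cut at about 28% in these data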;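 further: 0% = plate median of test compound wells and 100% = 2 mM ZnCl2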
GPR7 antag: blocks human GPR7 receptor signaling; GPR7-expressing cells, fluorescence antagonist assay; inhibition, % at 4.4 µM; P48145; 290,000 compounds, 1.1% hits; in the data active means inhibition above about 16%, passing the limit was not always enough;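 further: cells stimulated with the agonist NPW; 0% = agonist with vehicle and 100% = vehicle without agonist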
NALP1 inh: blocks the NALP1 inflammasome reconstituted in yeast | S. cerevisiae NALP1/ASC/caspase-1 growth, X-gal OD620, 72 h | inhibition, % at 10 µM | 280,000 compounds, 0.61% hits | AID 2071; in the data active means inhibition mostly above about 24%, no sharp cut-off; inactive means mostly below about 32%; further: some compounds called inactive have numbers as strong as hits
pCIP destab: compounds decreasing mouse p/CIP protein stability. decrease of EGFP signal, % at 10 µM. F442A p/CIP-EGFP cells, EGFP fluorescence, 16 h. Q05BA5. 290,000 compounds, 0.01% hits. AID 1984;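 active means EGFP signal decrease of at least 30% at 10 µM or well 3 SD below plate mean, unless failing retest; inactive means the rest, including hits failing retest or dose response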; further: some compounds called inactive have numbers as strong as hits; many of its hits are not listed in these tables
IDE act: IDE (human) activation, cell-based. P14735. HEK cells, FAbeta-B cleavage, fluorescence polarization; 0% vehicle, 100% cell-free pure enzyme wells. activation, % at 5.96 µM. 340,000 compounds, 0.073% hits;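 active means activation above the mean of all tested compounds plus 3 SD, set per screening campaign, cut at about 17% in these data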
IMP-1 inh: blocks Pseudomonas aeruginosa IMP-1 metallo-beta-lactamase | 290,000 compounds, 0.45% hits | inhibition, % at 5.6 µM | purified IMP-1, nitrocefin hydrolysis, epi-absorbance fluorescence;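 active means inhibition above the mean plus 3 SD of all compounds in the same screening run, cut at about 4.5% in these data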;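 further: 0% = IMP-1 with DMSO and 100% = DMSO wells lacking enzyme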
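system = purified recombinant IMP-1 beta-lactamase | amount = 0.2 nM IMP-1, as dispensed | medium = HEPES buffer pH 7.1 with ZnSO4 and Brij 35 | times = 25 °C, 15 min preincubation, 25 min reaction | detection = plate fluorescence quenching by hydrolysis product, ex 480/em 530 nm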
VIM-2 inh: blocks Pseudomonas aeruginosa VIM-2 metallo-beta-lactamase; purified VIM-2, nitrocefin hydrolysis, epi-absorbance fluorescence; inhibition, % at 5.6 µM; 290,000 compounds, 0.89% hits;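 active means inhibition above the mean of all tested compounds plus 3 SD, cutoff set per screening run, cut at about 7.5% in these data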;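 further: red hydrolysis product quenches plate fluorescence so inhibitors raise well fluorescence; 0% = enzyme with DMSO and 100% = DMSO without enzyme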
PHOSPHO1 inh: PHOSPHO1 (human) inhibition. Q8TCT1. recombinant PHOSPHO1, absorbance phosphatase assay. inhibition, % at 13.3 µM. 290,000 compounds, 1.1% hits. AID 1565; in the data active means inhibition above about 60%
The depositor's hits bear a star.

`CCOC(=O)C1(Cc2ccc(OC)cc2)CCN(C(=O)C2=CCCC2)CC1` gave IDE inh 9, M18AAP inhibitor 13, GPR7 antag 6, NALP1 inh 6, pCIP destab 2, IDE act 4, IMP-1 inh -4.1, VIM-2 inh -3.8 and PHOSPHO1 inh 15.
N#CCCN1CCNCC1 was read as IDE inh 6, M18AAP inhibitor -6, GPR7 antag -7, NALP1 inh -3, pCIP destab 3, IDE act 4, IMP-1 inh 0.5, VIM-2 inh 0.4 and PHOSPHO1 inh 8.
CC1CCN(C(=O)c2ccc(NS(C)(=O)=O)cc2)CC1 was read as IDE inh 4, M18AAP inhibitor -9, GPR7 antag 0, pCIP destab -6, IDE act -5, IMP-1 inh -5.4, VIM-2 inh -1.2 and PHOSPHO1 inh 1.
NC(=O)[C@H]1CC2(CC(c3cccc(NC(=O)COc4ccc(Cl)cc4)c3)=NO2)CN1C(=O)CC(c1ccccc1)c1ccccc1 (some centres undefined) was read as IDE inh 6, pCIP destab -5, IDE act 1 and PHOSPHO1 inh 18.
For CC(C)C(=O)NCC(c1cccs1)S(=O)(=O)c1ccc(F)cc1 (centres undefined) the results were IDE inh -3, M18AAP inhibitor -12, GPR7 antag -7, NALP1 inh 13, pCIP destab -11, IDE act 7, IMP-1 inh -2.0, VIM-2 inh -2.3 and PHOSPHO1 inh 30.
Screening Cc1c(Cl)cccc1NC(=O)Nc1cccnc1 returned IDE inh -2, M18AAP inhibitor -5, GPR7 antag -9, NALP1 inh 16, pCIP destab 2, IDE act 1, IMP-1 inh 0.6, VIM-2 inh -1.1 and PHOSPHO1 inh 41.
Screening S=C(Nc1ccccc1)N1CCn2c1nc1ccccc12 returned IDE inh -1, M18AAP inhibitor -5, GPR7 antag -21, NALP1 inh 1, pCIP destab -11, IDE act 1, IMP-1 inh -2.8, VIM-2 inh -4.5 and PHOSPHO1 inh 10.
O=C(CSc1nc(-c2ccc(F)cc2)nc2c1Cc1ccccc1O2)Nc1ccc(C(=O)O)cc1 was read as M18AAP inhibitor -8, GPR7 antag 2, NALP1 inh 14, pCIP destab 4, IDE act -1, IMP-1 inh -3.7, VIM-2 inh -2.5 and PHOSPHO1 inh -86.
CC(=O)Nc1ccc(S(=O)(=O)N2CCC(C(=O)NCCC(=O)NCc3ccccc3)CC2)cc1 was read as IDE inh -1, M18AAP inhibitor -4, GPR7 antag -1, NALP1 inh -10, pCIP destab -8, IDE act 3, IMP-1 inh -2.3, VIM-2 inh -1.9 and PHOSPHO1 inh 26.
O=C(CSc1nncn1-c1ccccc1)NC1CCCCC1 was read as IDE inh 5, M18AAP inhibitor -3, GPR7 antag -6, NALP1 inh -10, pCIP destab -3, IDE act -3, IMP-1 inh -0.9, VIM-2 inh -1.2 and PHOSPHO1 inh 32.

By substructure: the entries above containing an aryl thioether with sulfur outside any ring
O=C(CSc1nc(-c2ccc(F)cc2)nc2c1Cc1ccccc1O2)Nc1ccc(C(=O)O)cc1 was read as M18AAP inhibitor -8, GPR7 antag 2, NALP1 inh 14, pCIP destab 4, IDE act -1, IMP-1 inh -3.7, VIM-2 inh -2.5 and PHOSPHO1 inh -86.
O=C(CSc1nncn1-c1ccccc1)NC1CCCCC1 was read as IDE inh 5, M18AAP inhibitor -3, GPR7 antag -6, NALP1 inh -10, pCIP destab -3, IDE act -3, IMP-1 inh -0.9, VIM-2 inh -1.2 and PHOSPHO1 inh 32.

Later entries:
O=c1cnnc(Nc2cccc(C(F)(F)F)c2)[nH]1 was read as IDE inh 5, M18AAP inhibitor -5, GPR7 antag -10, NALP1 inh 20, pCIP destab -9, IDE act 5, IMP-1 inh -3.1, VIM-2 inh -1.2 and PHOSPHO1 inh -13.
O=C(NN1C(=O)C2C3C=CC(C3)C2C1=O)C(O)c1ccccc1 (centres undefined) was read as IDE inh 8, M18AAP inhibitor -6, GPR7 antag -9, NALP1 inh 2, pCIP destab 4, IDE act 7, IMP-1 inh -2.6, VIM-2 inh 1.4 and PHOSPHO1 inh -30.
Screening COc1cc(C)c(NC(=O)Cc2ccsc2)cc1OC returned IDE inh 8, M18AAP inhibitor -1, GPR7 antag -10, NALP1 inh -30, pCIP destab 2, IDE act 2, IMP-1 inh -3.6, VIM-2 inh -2.3 and PHOSPHO1 inh 3.
CCOc1ccc(S(=O)(=O)N2CCOCC2)cc1[N+](=O)[O-] was read as IDE inh 3, M18AAP inhibitor -3, GPR7 antag -5, NALP1 inh 6, pCIP destab 1, IDE act 0, IMP-1 inh -0.6, VIM-2 inh -2.1 and PHOSPHO1 inh 17.
`O=C(NCc1ccccc1)C(=O)NCC1OCCN1S(=O)(=O)c1ccc2c(c1)OCCO2` (centres undefined) gave IDE inh 5, M18AAP inhibitor 0, GPR7 antag -8, NALP1 inh 18, pCIP destab -5, IDE act 1, IMP-1 inh -1.7, VIM-2 inh -2.7 and PHOSPHO1 inh -14.
For CS(=O)(=O)N1CCCC(C(=O)Nc2ccccc2F)C1 (centres undefined) the results were IDE inh 9, M18AAP inhibitor -3, GPR7 antag -11, NALP1 inh -4, pCIP destab 14, IDE act 2, IMP-1 inh -4.5 and VIM-2 inh -3.5.
For Cc1c(NC(=O)C(CC(=O)O)NCc2ccco2)c(=O)n(-c2ccccc2)n1C (centres undefined) the results were M18AAP inhibitor -1, GPR7 antag -20, NALP1 inh -115, pCIP destab -6, IDE act -2, IMP-1 inh -2.7, VIM-2 inh -2.5 and PHOSPHO1 inh 0.
`Cc1ccc(C)c(NS(=O)(=O)c2ccc(-c3ccc(=O)[nH]n3)o2)c1` gave IDE inh 4, M18AAP inhibitor 2, GPR7 antag -12, NALP1 inh 11, pCIP destab 8, IDE act 2, IMP-1 inh -2.1, VIM-2 inh -2.7 and PHOSPHO1 inh 65*.
Screening C=CCOC(=O)C1=C(C)NC(=O)NC1/C=C/c1ccccc1 (centres undefined) returned IDE inh 6, M18AAP inhibitor 8, GPR7 antag 2, NALP1 inh 2, pCIP destab -8, IDE act -6, IMP-1 inh -0.2, VIM-2 inh 0.6 and PHOSPHO1 inh -6.
`N#Cc1cc(S(=O)(=O)N2CCOCC2)ccc1N1CCOCC1` gave IDE inh -8, M18AAP inhibitor 7, GPR7 antag 7, NALP1 inh 18, pCIP destab 2, IDE act 4, IMP-1 inh 0.2, VIM-2 inh 0.3 and PHOSPHO1 inh 28.
For COc1cc(C)c(S(=O)(=O)NCCCn2ccnc2)cc1C the results were IDE inh 7, M18AAP inhibitor -2, GPR7 antag -14, NALP1 inh 14, pCIP destab -14, IDE act 6, IMP-1 inh 0.5 and VIM-2 inh -2.1.
For Cc1cc(OCc2cc(C(=O)NCc3cc(C(C)C)no3)no2)cc(C)c1Cl the results were IDE inh -1, M18AAP inhibitor -17, GPR7 antag 7, NALP1 inh 21, pCIP destab -8, IDE act 4, IMP-1 inh -0.3, VIM-2 inh 0.7 and PHOSPHO1 inh 23.
For Cc1cc(C(=O)N/N=C/c2c(C)nn(-c3ccccc3)c2C)n[nH]1 the results were IDE inh 1, M18AAP inhibitor 1, GPR7 antag -6, NALP1 inh 14, pCIP destab -21, IDE act 4, IMP-1 inh -3.9, VIM-2 inh -4.2 and PHOSPHO1 inh 20.
For CCn1c(-c2ccc(Cl)cc2)n[nH]c1=S the results were IDE inh 9, M18AAP inhibitor 18, GPR7 antag 2, NALP1 inh -8, pCIP destab -1, IDE act -1, IMP-1 inh -3.6, VIM-2 inh -4.0 and PHOSPHO1 inh 71*.
CC(O)CNc1nc2ccccc2n1CC(=O)NC12CC3CC(CC(C3)C1)C2 (centres undefined) was read as IDE inh 4, M18AAP inhibitor 3, GPR7 antag 4, NALP1 inh 10, pCIP destab 8, IDE act 2, IMP-1 inh -2.6, VIM-2 inh -2.9 and PHOSPHO1 inh -7.
For CCN(CC)C(=O)c1sc(N)c(C#N)c1C the results were IDE inh -2, M18AAP inhibitor -4, GPR7 antag 5, NALP1 inh -10, pCIP destab -5, IDE act 0, IMP-1 inh 0.7, VIM-2 inh 0.3 and PHOSPHO1 inh -11.
`COC(=O)c1ccc(N(CC(=O)NC2CCCC2)C(=O)c2ccc(C)s2)cc1` gave IDE inh 7, M18AAP inhibitor -14, GPR7 antag 24, NALP1 inh -6, pCIP destab -20, IDE act 0, IMP-1 inh -5.5, VIM-2 inh -4.8 and PHOSPHO1 inh -4.
COC(=O)CCC(=O)Nc1ccc(S(=O)(=O)Nc2nc(C)cc(C)n2)cc1 was read as IDE inh 2, M18AAP inhibitor 2, GPR7 antag -4, NALP1 inh -1, pCIP destab -9, IDE act 2, IMP-1 inh 4.8*, VIM-2 inh -0.3 and PHOSPHO1 inh 44.
For CC(=O)c1ccc(NC(=O)CCNS(=O)(=O)c2cccc3nonc23)cc1 the results were IDE inh 1, M18AAP inhibitor -2, GPR7 antag -3, NALP1 inh 1, pCIP destab -1, IDE act -2, IMP-1 inh -3.2, VIM-2 inh -4.2 and PHOSPHO1 inh -5.
COc1ccc(CN2CCCC(N3CCN(c4ccc(OC)cc4)CC3)C2)cc1 (centres undefined) was read as IDE inh -4, M18AAP inhibitor -7, GPR7 antag 0, NALP1 inh -2, pCIP destab 6, IDE act 6, IMP-1 inh -2.4 and VIM-2 inh -0.7.
For COc1ccc(C(=O)Nc2cc(OC)c(NC(=O)c3ccco3)cc2OC)cc1 the results were IDE inh 2, M18AAP inhibitor -2, GPR7 antag -3, NALP1 inh 16, pCIP destab 4, IDE act -3, IMP-1 inh -4.1, VIM-2 inh 0.2 and PHOSPHO1 inh 8.
CCCCn1c(NCc2ccccc2NS(=O)(=O)c2ccc(C)cc2)nc2ccccc21 was read as IDE inh 6, M18AAP inhibitor 3, GPR7 antag -4, NALP1 inh 16, pCIP destab -10, IDE act 2, IMP-1 inh -0.8, VIM-2 inh -0.3 and PHOSPHO1 inh 14.
For COc1cc(NS(=O)(=O)c2ccc(NC(=O)CCC(=O)O)cc2)nc(OC)n1 the results were IDE inh -6, M18AAP inhibitor -9, GPR7 antag -3, NALP1 inh 2, pCIP destab -6, IDE act -1, IMP-1 inh -1.3, VIM-2 inh -1.4 and PHOSPHO1 inh 48.
Screening CCNC(=S)N(Cc1ccc2c(c1)OCO2)C1CC(=O)N(c2ccc(F)cc2)C1=O (centres undefined) returned IDE inh 0, M18AAP inhibitor -3, GPR7 antag 6, pCIP destab -6, IDE act -3, IMP-1 inh -1.6, VIM-2 inh 2.5 and PHOSPHO1 inh 8.
Screening O=S(=O)(NC1CCCC1)c1ccccc1Cl returned IDE inh -4, M18AAP inhibitor -4, GPR7 antag -4, NALP1 inh 14, pCIP destab -6, IDE act -5, IMP-1 inh -3.1, VIM-2 inh -1.1 and PHOSPHO1 inh 10.
`CCOc1ccc(-c2nc(C#N)c(N3CCOCC3)o2)cc1` gave IDE inh 4, M18AAP inhibitor -3, GPR7 antag -13, NALP1 inh -6, pCIP destab -3, IDE act 3, IMP-1 inh -3.2, VIM-2 inh -1.7 and PHOSPHO1 inh -2.
`CCN(CC)CCNC(=O)c1ccccn1` gave IDE inh 6, M18AAP inhibitor -12, GPR7 antag -9, NALP1 inh 9, pCIP destab 3, IDE act -8, IMP-1 inh -1.2, VIM-2 inh -2.1 and PHOSPHO1 inh 36.

Rows are unselected; overall some 5.3% were active at least once.
